High-throughput results as filed in PubChem BioAssay.
ALOX12 inh: Primary qHTS assay for inhibitors of human arachidonate 12S-lipoxygenase (ALOX12): Round 2; Potency, µM (titrated, usually from 108 µM), without a hit: at the top dose activity change, negative = inhibition, actives largely listed as inhibitors; 580,000 compounds, 1.1% hits; purified 12hLO, xylenol orange hydroperoxide absorbance; active = well fitted inhibition curve with a large enough effect; inconclusive = small, poorly fitted or top-dose-only effect, or another doubt; inactive = no such curve, though single readings can be large or run the other way
Target sequence (P18054 whole entry, looked up): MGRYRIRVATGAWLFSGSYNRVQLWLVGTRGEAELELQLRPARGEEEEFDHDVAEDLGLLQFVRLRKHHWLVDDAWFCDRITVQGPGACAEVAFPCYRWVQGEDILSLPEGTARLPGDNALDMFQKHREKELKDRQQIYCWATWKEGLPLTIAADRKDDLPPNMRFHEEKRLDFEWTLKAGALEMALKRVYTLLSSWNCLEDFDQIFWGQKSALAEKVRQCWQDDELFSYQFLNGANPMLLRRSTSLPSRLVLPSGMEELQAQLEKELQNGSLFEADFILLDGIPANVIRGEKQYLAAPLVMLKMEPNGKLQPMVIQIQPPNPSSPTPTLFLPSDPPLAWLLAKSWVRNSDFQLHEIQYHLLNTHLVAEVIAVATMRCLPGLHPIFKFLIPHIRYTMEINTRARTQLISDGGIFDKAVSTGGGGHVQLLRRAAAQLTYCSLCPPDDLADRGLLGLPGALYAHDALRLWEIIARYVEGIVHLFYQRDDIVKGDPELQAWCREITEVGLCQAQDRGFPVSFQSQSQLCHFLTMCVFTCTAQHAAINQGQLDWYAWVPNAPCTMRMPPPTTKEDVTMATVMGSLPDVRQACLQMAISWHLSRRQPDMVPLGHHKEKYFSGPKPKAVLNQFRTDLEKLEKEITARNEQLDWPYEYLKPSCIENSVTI
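Purified human 12hLO (150 nM final) in 25 mM Hepes, 0.01% Triton X-100, pH 7.0 was preincubated 15 min at room temperature with compound. Then 40 uM arachidonic acid was added, 30 min. Hydroperoxide was read by Fe-XO absorbance ratio 573/405 nm.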
Starred values were filed as active, the others as inactive; [ ] = dose if it differs, or a comment. % is scaled to controls: 0 for no effect and ±100 for the full control effect; potency is read from the fitted curve at half-maximal effect. A portion of the library (hit frequency here may not be typical).

Cc1ccc2oc(=O)c3cc(C(=O)NCCCN4CCC(C)CC4)sc3c2c1 was read as ALOX12 inh 1%.
`O=C(CSc1nc2cc(S(=O)(=O)N3CCCCC3)ccc2o1)N1CCc2ccccc21` gave ALOX12 inh inconclusive.
`COc1cc(C#N)ccc1OCc1cc(C)ccc1C` gave ALOX12 inh -22%.
Screening CCOC(=O)C1CCN(Cc2nnc3cc(-c4nc(-c5ccccc5)no4)ccn23)CC1 returned ALOX12 inh 69%[activator].
`CC(C)(C)CNCc1ccccc1NC(=O)OC(C)(C)C` gave ALOX12 inh -7%.
For COCc1c(C(=O)N2CCCCC2c2cccnc2)cnn1-c1ncc2c(n1)-c1ccccc1CCC2 (stereo not given) the results were ALOX12 inh 1%.
Screening Cc1nc2n(c1C(=O)NCCc1ccccc1)CCC(Nc1ccc(F)cc1)C2 (stereo not given) returned ALOX12 inh 16%[176 µM].
Cc1cnc(C)c(Nc2nc(C(N)Cc3ccc(C(F)(F)F)cc3)cs2)n1 (stereo not given) was read as ALOX12 inh inconclusive.
COc1ccc(C(C(=O)Nc2ccc3c(c2)OCCO3)n2c(=O)c(-c3cc4ccccc4[nH]3)nc3ccccc32)cc1 (stereo not given) was read as ALOX12 inh -23%.
For CC(=O)Nc1cccc(-c2cn(C)c(=O)n3cc(COc4ccc(Cl)cc4)nc23)c1 the results were ALOX12 inh inconclusive.
Screening O=C(CCC1NC(=O)N(CCc2c[nH]c3ccc(F)cc23)C1=O)Nc1ccccc1 (stereo not given) returned ALOX12 inh -15%.
Screening O=C(c1cscn1)N1CCC2(CCCN(CCC3CCCCC3)C2=O)C1 (stereo not given) returned ALOX12 inh 9%.
For CCc1ccc(N2CC(c3nnc(NC(=O)Cc4ccc(F)cc4)s3)CC2=O)cc1 (stereo not given) the results were ALOX12 inh -11%.
`Cc1ccc(C(=O)c2ccccc2C(=O)OCc2ccc(C#N)cc2)cc1` gave ALOX12 inh -7%.
Screening Cc1cc(=O)oc2cc(OCC(=O)Oc3ccccc3)ccc12 returned ALOX12 inh inconclusive.
Screening O=C(Nc1cccc(-c2nnc3n2CCCC3)c1)c1cc(-c2ccccc2)n[nH]1 returned ALOX12 inh 68%[activator].
Cc1ccc(F)c(S(=O)(=O)NC(=O)C2(C)CCN2C(=O)Cc2ccc(-c3ccccc3)cc2)c1 (stereo not given) was read as ALOX12 inh -27%.
Screening Cc1cnc(CC2CCN(C(=O)c3ccco3)CC2)n1CC1CC1 returned ALOX12 inh -8%.
`COc1cccc(CC2(CO)CCCN(c3nnnn3-c3ccccc3)C2)c1` (stereo not given) gave ALOX12 inh 3%.
CN(Cc1ccc(C(F)(F)F)cc1)Cc1cccc(C(F)(F)F)c1 was read as ALOX12 inh 54%[activator].
COc1ccc(NC(=O)N2Cc3[nH]cnc3C[C@H]2c2nc(-c3ccc(F)c(Cl)c3)no2)cc1 was read as ALOX12 inh 34%[activator].
Cc1c(Cc2ccccc2)[n+](=O)c2ccccc2n1[O-] was read as ALOX12 inh -22%.
Screening Cc1ncsc1C(=O)NC(C)c1ccc(Cl)s1 (stereo not given) returned ALOX12 inh 0%.
O/N=C1\CCSc2ccccc21 was read as ALOX12 inh 21%.
Screening O=C1CSC(c2cccc(C(F)(F)F)c2)N1c1cccc(Cl)c1 (stereo not given) returned ALOX12 inh -23%.
For COCC1CN(C(=O)CC2=CCCCC2)CC12CCNCC2 (stereo not given) the results were ALOX12 inh -17%.
For CCCNC(=O)c1ccc(NC(=O)c2ccc(F)cc2)cc1 the results were ALOX12 inh 7%.
For CC(=O)N1CCC(N[C@@H]2CO[C@H](CNC(=O)c3ccncc3)[C@H]2O)CC1 the results were ALOX12 inh 1%[176 µM].
`COc1ccc(NC(=O)CSC2=Nc3ccccc3C3=NC(C)C(=O)N23)cc1Cl` (stereo not given) gave ALOX12 inh 15%.
CCn1ccc(C(=O)N2CCc3nnc([C@@H]4C[C@@H](O)CN4C)n3CC2)n1 was read as ALOX12 inh -5%.
CCc1nnc(N2CCCC3(CCC(=O)N(Cc4ccccc4)C3)C2)s1 (stereo not given) was read as ALOX12 inh 20%.
Screening Cc1cccc(Cn2nc(-c3cccnc3)nc2C2(C(N)=O)CC2)c1 returned ALOX12 inh 44%[activator].
`CCCS(=O)(=O)NC(=O)C1(C)CCCN(C(=O)c2ccccc2)C1` (stereo not given) gave ALOX12 inh -5%.
`COc1ccc(N2C(=O)CCS2(=O)=O)cc1S(=O)(=O)N1CCC2(CC1)OCCO2` gave ALOX12 inh 43%[activator].
`Cc1cc(C)c(C(O)c2ncc(-c3ccccc3Cl)[nH]2)c(C)c1` (stereo not given) gave ALOX12 inh 1%.
`COC1C(=O)N(C2CCN(C(=O)c3cnccc3C)CC2)C12CCOCC2` (stereo not given) gave ALOX12 inh 32%.
`CCOC(=O)c1cccc(NC(=O)CCn2ccn3nc4c(c3c2=O)CCCC4)c1` gave ALOX12 inh 1%.
`CC[C@H](NC(=O)/C=C/[C@H]1O[C@@H](n2cc(C)c(=O)[nH]c2=O)C[C@@H]1O)c1ccccc1` gave ALOX12 inh -13%.
`COc1ccc(-c2cc3ccc(OCCN4CCN(CCO)CC4)cc3oc2=O)cc1OC` gave ALOX12 inh inconclusive.
Screening CCNC(=O)C1(C)CCN(C(=O)c2ccc(F)c(Cl)c2)C1 (stereo not given) returned ALOX12 inh -25%.
CCOc1ccc(C(=O)NC2CCCN(c3cc(-c4ccc(OC)cc4)[nH]n3)C2)cc1OCC (stereo not given) was read as ALOX12 inh 4%.
`COCCn1c(C)cnc1CC1CCN(S(=O)(=O)c2cccc(OC)c2)C1` (stereo not given) gave ALOX12 inh -6%.
Screening O=C(Nc1ccccc1C(=O)NC1CC1)c1cnc2ccccc2n1 returned ALOX12 inh inconclusive.
`Cc1cnc(NC(=O)c2nn(CC(C)C)c(=O)c3ccccc23)s1` gave ALOX12 inh 12%.
`Cc1ccccc1C(C)NC(=O)Cn1cnc2c1c(=O)n(C)c(=O)n2C` (stereo not given) gave ALOX12 inh inconclusive.
Cc1cccc(-c2ocnc2C(=O)N2CCC3(CC2)CC(O)CCO3)c1 (stereo not given) was read as ALOX12 inh 33%[activator].
`CCc1noc(Cn2c(=O)c(C#N)cn(C3CC3)c2=O)n1` gave ALOX12 inh 45%[activator].
Screening COc1ccc(-c2ccc(CCC(=O)Nc3ccc(OC)c(Cl)c3)o2)cc1 returned ALOX12 inh -63%.
Screening CCc1nc(CC(=O)Nc2ccc(C)cc2)sc1C returned ALOX12 inh -10%.
Screening C[C@H]1CN([C@@H](C)CO)C(=O)c2c(c3ccccc3n2C)-c2ccccc2CO[C@H]1CN(C)C(=O)Nc1cccc(F)c1 returned ALOX12 inh -4%.
For O=C1CCN(S(=O)(=O)c2ccccc2)CCCN(C(=O)CN2CCCC2=O)CCN1 the results were ALOX12 inh 50%.
Screening CCC1(C2CCN(C(=O)c3ccccc3C(C)=O)CC2)NC(=O)N(CCc2scnc2C)C1=O (stereo not given) returned ALOX12 inh 15%.
O=C(C1CCCC1)N1CC2(CCN(Cc3ccc(Cl)cc3)C2)OCc2ccccc21 (stereo not given) was read as ALOX12 inh 3%[6.33 µM].
Screening COc1ccc(CN2C(=O)CN(S(C)(=O)=O)CC2(C)C(=O)Nc2c(C)cccc2C)cc1OC (stereo not given) returned ALOX12 inh -9%.
`O=C(N[C@H](c1cccs1)C1CC(O)C1)c1n[nH]c2c1COCC2` (stereo not given in full) gave ALOX12 inh 52%.
`COc1ccc(-c2cc3nc(C)c(CCC(=O)NCc4ccc5c(c4)OCO5)c(C)n3n2)c(OC)c1` gave ALOX12 inh 6%.
Screening COc1ccccc1CC(=O)N1CCCc2ncc(C(=O)Nc3ccccc3C)cc21 returned ALOX12 inh -28%[176 µM].
Screening O=C1CN([S+](=O)([O-])C2CC2)CCN1c1ccc(Cl)nn1 returned ALOX12 inh 7%[6.33 µM].
`COc1ccc(-c2nc(C(=O)N3CCN(C(C#N)c4ccc(F)cc4)CC3)cs2)cc1OC` (stereo not given) gave ALOX12 inh inconclusive.
N#Cc1cccc(CN2C[C@H](O)C[C@H]2c2nc(-c3ccc(F)cc3)no2)c1 was read as ALOX12 inh 1%[176 µM].
Screening COCCO[C@H]1C(=O)N(C2CCN(C(=O)c3cccnc3)CC2)[C@H]1c1ccncc1 returned ALOX12 inh 46%[activator].
`COc1ccccc1C(NC(=O)c1nc(-c2ccco2)sc1C)c1nccn1C` (stereo not given) gave ALOX12 inh 26%.
Screening CCOc1cccc2cc(-c3cc(=O)oc4cc(OC(=O)N5CCOCC5)ccc34)c(=O)oc12 returned ALOX12 inh 38%[activator].
`NCc1ccc(Br)cc1C(F)(F)F` gave ALOX12 inh 5%.
For Cc1cc(C)cc(C(=O)N2CCC(Cc3nc(-c4ccccc4)no3)CC2)c1 the results were ALOX12 inh 30%[activator].
COc1ccc2c(c1)CCCN2C(=O)c1cc2ccc(Cl)cc2nc1C was read as ALOX12 inh inconclusive.
Screening O=C(c1ccc(OC2CCN(C(=O)C3CCCC3)CC2)nc1)N1CCOCC1 returned ALOX12 inh -5%.
COC(=O)c1cnc(Nc2nc(C(N)Cc3ccccc3)cs2)nc1C(F)(F)F (stereo not given) was read as ALOX12 inh 9%.
CN(C)C[C@@H]1CN(Cc2ccccc2)C[C@H]1NC(=O)Cc1cccnc1 was read as ALOX12 inh 51%[activator].
For O=C(NCCO)C(=O)NCC(c1cccs1)S(=O)(=O)c1ccc(F)cc1 (stereo not given) the results were ALOX12 inh 5%.
Cc1nnc(C(=O)Nc2cccc(C(=O)NCc3ccc4c(c3)OCO4)c2)s1 was read as ALOX12 inh -14%.
`COc1ccc(C2CCCN2C(=O)NCCn2ccnc2)cc1` (stereo not given) gave ALOX12 inh -7%.
COc1ccc(CNC(=O)CCC2CCCN(C(=O)CCN3CCCCO3)C2)c(OC)c1 (stereo not given) was read as ALOX12 inh -9%.
`Cn1c(Oc2ccc(F)c(F)c2)c(C#N)c(=O)n(C)c1=O` gave ALOX12 inh 23%.
Cc1ccc(C(=O)NCc2nnc3c(-c4nc(C5CC5)no4)cccn23)cc1C was read as ALOX12 inh 49%[activator].

17 successive entries from above:
`COc1ccc(-c2cc3nc(C)c(CCC(=O)NCc4ccc5c(c4)OCO5)c(C)n3n2)c(OC)c1` gave ALOX12 inh 6%.
Screening COc1ccccc1CC(=O)N1CCCc2ncc(C(=O)Nc3ccccc3C)cc21 returned ALOX12 inh -28%[176 µM].
Screening O=C1CN([S+](=O)([O-])C2CC2)CCN1c1ccc(Cl)nn1 returned ALOX12 inh 7%[6.33 µM].
`COc1ccc(-c2nc(C(=O)N3CCN(C(C#N)c4ccc(F)cc4)CC3)cs2)cc1OC` (stereo not given) gave ALOX12 inh inconclusive.
N#Cc1cccc(CN2C[C@H](O)C[C@H]2c2nc(-c3ccc(F)cc3)no2)c1 was read as ALOX12 inh 1%[176 µM].
Screening COCCO[C@H]1C(=O)N(C2CCN(C(=O)c3cccnc3)CC2)[C@H]1c1ccncc1 returned ALOX12 inh 46%[activator].
`COc1ccccc1C(NC(=O)c1nc(-c2ccco2)sc1C)c1nccn1C` (stereo not given) gave ALOX12 inh 26%.
Screening CCOc1cccc2cc(-c3cc(=O)oc4cc(OC(=O)N5CCOCC5)ccc34)c(=O)oc12 returned ALOX12 inh 38%[activator].
`NCc1ccc(Br)cc1C(F)(F)F` gave ALOX12 inh 5%.
For Cc1cc(C)cc(C(=O)N2CCC(Cc3nc(-c4ccccc4)no3)CC2)c1 the results were ALOX12 inh 30%[activator].
COc1ccc2c(c1)CCCN2C(=O)c1cc2ccc(Cl)cc2nc1C was read as ALOX12 inh inconclusive.
Screening O=C(c1ccc(OC2CCN(C(=O)C3CCCC3)CC2)nc1)N1CCOCC1 returned ALOX12 inh -5%.
COC(=O)c1cnc(Nc2nc(C(N)Cc3ccccc3)cs2)nc1C(F)(F)F (stereo not given) was read as ALOX12 inh 9%.
CN(C)C[C@@H]1CN(Cc2ccccc2)C[C@H]1NC(=O)Cc1cccnc1 was read as ALOX12 inh 51%[activator].
For O=C(NCCO)C(=O)NCC(c1cccs1)S(=O)(=O)c1ccc(F)cc1 (stereo not given) the results were ALOX12 inh 5%.
Cc1nnc(C(=O)Nc2cccc(C(=O)NCc3ccc4c(c3)OCO4)c2)s1 was read as ALOX12 inh -14%.
`COc1ccc(C2CCCN2C(=O)NCCn2ccnc2)cc1` (stereo not given) gave ALOX12 inh -7%.

(continued)
Screening O=C(N[C@@H]1CCC[C@@H]1C(=O)N1CCCC1)c1ccncc1 returned ALOX12 inh 16%.
For COc1ccc(CCn2c(SCC(N)=O)nc3c2c(=O)n(C)c(=O)n3C)cc1 the results were ALOX12 inh inconclusive.
`COCCNc1nc2c(c(=O)n(C)c(=O)n2C)n1Cc1c(Cl)cccc1Cl` gave ALOX12 inh 3%.
Cc1nc(C)c(C(=O)N2CCCn3cc(-c4ccccc4F)nc32)s1 was read as ALOX12 inh 15%.
Cc1cc(C)c(CNC(=O)c2cc(-c3ccc(CO)cc3)cc3c2OCCN3C)c(=O)[nH]1 was read as ALOX12 inh 7%[176 µM].
CC(C(=O)N(C)CC(=O)Nc1ccccc1C(F)(F)F)N1CCN(c2ccccc2Cl)CC1 (stereo not given) was read as ALOX12 inh -16%.
Cc1ccccc1C(=O)N1CC2(Cc3ccccc3NC2=O)C1 was read as ALOX12 inh 6%[6.33 µM].
COc1ccc(-c2nc(SCC(=O)N3CCCC3c3ccc4c(c3)OCCO4)n[nH]2)cc1 (stereo not given) was read as ALOX12 inh inconclusive.
Screening COc1cc(Nc2cc3[nH]c(-c4ccccn4)cc3cn2)cc(C(F)(F)F)c1 returned ALOX12 inh -29%.
Cc1nc(CSCC(=O)NCc2cccs2)cs1 was read as ALOX12 inh -22%.
For CCc1ccc(CN2CCC(CNC(=O)C(C)(C)C)CC2)nc1 the results were ALOX12 inh -8%.
Screening CC(C)c1nncn1C1CCN(S(=O)(=O)c2cc(F)cc(F)c2)CC1 returned ALOX12 inh 31%[activator].
